Screening data as filed in PubChem BioAssay.
APOBEC3A inh: APOBEC3A ssDNA deaminase inhibitors, primary screen, selectivity assay for APOBEC3G inhibitor project, biochemical, FAM/TAMRA oligo cleavage fluorescence; recombinant A3A, FAM/TAMRA ssDNA deamination fluorescence; inhibition, % at 20 µM; 330,000 compounds, 0.41% hits;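 active means at least 40% inhibition at 20 µM here, with at most 30% in a related deaminase screen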;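 further: plate controls were A3A with DMSO for no effect and wells lacking A3A enzyme for full effect; some results filed as inactive read as strong as hits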
Target sequence (P31941 whole entry, looked up): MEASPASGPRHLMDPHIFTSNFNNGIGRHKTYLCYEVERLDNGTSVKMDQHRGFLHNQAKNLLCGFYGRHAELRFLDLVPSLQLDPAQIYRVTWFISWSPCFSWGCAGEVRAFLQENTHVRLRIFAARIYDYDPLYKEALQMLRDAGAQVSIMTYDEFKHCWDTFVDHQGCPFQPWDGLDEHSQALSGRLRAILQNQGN
ATG4B inh: ATG4B protease inhibitors, primary screen, biochemical, fluorescence, uHTS. Cysteine protease ATG4B (Homo sapiens), Q9Y4P1. ATG4B cleavage of LC3-PLA2, NBD-HPC fluorescence, 1 h. inhibition, % at 8.33 µM. 340,000 compounds, 0.51% hits; in the data active means inhibition above about 40%
Target sequence (Q9Y4P1 whole entry, looked up): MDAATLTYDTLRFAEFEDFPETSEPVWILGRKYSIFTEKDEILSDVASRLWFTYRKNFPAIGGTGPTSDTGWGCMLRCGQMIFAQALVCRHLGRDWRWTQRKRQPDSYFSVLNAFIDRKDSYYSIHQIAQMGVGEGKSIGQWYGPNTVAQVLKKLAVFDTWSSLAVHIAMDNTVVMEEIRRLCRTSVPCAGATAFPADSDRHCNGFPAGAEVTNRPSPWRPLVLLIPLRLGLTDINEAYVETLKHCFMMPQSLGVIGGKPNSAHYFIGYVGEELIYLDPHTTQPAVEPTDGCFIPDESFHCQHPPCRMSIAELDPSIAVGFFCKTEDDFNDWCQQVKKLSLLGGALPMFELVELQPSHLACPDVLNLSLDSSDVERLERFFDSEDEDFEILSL
mIAP inh: inhibitors of mouse IAP, primary screen, biochemical, luminescence, uHTS; intestinal alkaline phosphatase [Mus musculus]; purified mouse IAP, CDP-Star luminescence, 30 min; inhibition, % at 10 µM; 330,000 compounds, 0.2% hits;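 active means inhibition of at least 40% at 10 µM in the primary screen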;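 further: plate controls were DMSO with enzyme for no effect and no enzyme wells for full effect; values of inactives mirror those of a sister screen read the other way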
hIAP activ: human IAP activators, primary screen, biochemical, luminescence, uHTS. Intestinal-type alkaline phosphatase (Homo sapiens), P09923. purified human IAP, CDP-Star luminescence, 30 min; stronger effect = higher value; 1 = vehicle-only enzyme, 0 = enzyme-free background. activation factor at 10 µM. 330,000 compounds, 0.16% hits;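 active means activation factor of the enzyme at least 2-fold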; further: the source names both 10 and 20 µM as test concentration; values of inactives mirror those of a sister screen read the other way
mIAP activ: activators of mouse IAP, primary screen, biochemical, luminescence, uHTS. 330,000 compounds, 0.24% hits. activation factor at 10 µM. intestinal alkaline phosphatase [Mus musculus]. muIAP, CDP-Star luminescence, 30 min; stronger effect = higher value; 1 = vehicle-only enzyme signal, 0 = enzyme-free wells;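 active means activation factor of at least 2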; further: the source names both 10 and 20 µM as test concentration; values of inactives mirror those of a sister screen read the other way
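System: mouse IAP enzyme. Reagent: CDP-Star chemiluminescent phosphatase substrate. Benchmarks: DMSO wells, no-enzyme wells. Times: 30 min enzyme-substrate-compound incubation at room temperature. Detection: luminescence from enzymatic CDP-Star hydrolysis. Doses: test compounds delivered from DMSO solution.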
PfGluPho inh: PfG6PD enzyme inhibitors, primary screen, biochemical, fluorescence intensity, uHTS; glucose-6-phosphate dehydrogenase-6-phosphogluconolactonase (Plasmodium falciparum 3D7); PfGluPho enzyme, NADPH resazurin-diaphorase fluorescence; inhibition, % at 20 µM; 350,000 compounds, 0.78% hits; AID 504690, 2011;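 active means inhibition reaching at least a set limit at 20 µM in the primary screen, cut at about 59% in these data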;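 further: 0% = DMSO wells with substrate and 100% = DMSO wells lacking glucose-6-phosphate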
HKDC1 inhibitor: HKDC1 hexokinase inhibitors, primary screen, biochemical, fluorescence, uHTS; Q2TB90; recombinant HKDC1, G6PDH/diaphorase resazurin coupled fluorescence; inhibition, % at 20 µM; 340,000 compounds, 0.16% hits;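 active means inhibition above about 35% when tested at 20 µM, limit read from the data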;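 further: plate controls were DMSO wells with enzyme for no effect and DMSO wells lacking enzyme for full effect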
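Test system: HK5 enzyme. Quantity: 5 µg/mL HK5 final. Reagent: glucose and ATP substrates. Schedule: 90 min reaction incubation at room temperature, dark. Technique: resazurin-to-resorufin fluorescence via G6PDH and diaphorase coupling, 525/613 nm. Control set: DMSO wells with and without enzyme mix.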
hIAP inh: human IAP inhibitors, primary screen, biochemical, luminescence, uHTS | Intestinal-type alkaline phosphatase (Homo sapiens), P09923 | purified IAP, CDP-Star luminescence, 30 min | inhibition, % at 10 µM | 330,000 compounds, 0.12% hits | AID 2544, 2010;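 active means inhibition reaching a set limit with compound at 10 µM in the primary screen, cut at about 35% in these data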;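 further: plate controls were DMSO wells with enzyme for no effect and no-enzyme buffer wells for full effect; values of inactives mirror those of a sister screen read the other way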
* = called active by the depositor.

CSc1ccccc1NC(=O)COc1ccc(Cl)cc1C was read as APOBEC3A inh -1, ATG4B inh -1, mIAP inh 3, hIAP activ 0.95, mIAP activ 0.97, PfGluPho inh 6, HKDC1 inhibitor -5 and hIAP inh 5.
Screening COc1cc(OC)cc(C(=O)N[C@H](C(=O)NC23CC4CC(CC(C4)C2)C3)C(C)C)c1 returned APOBEC3A inh 6, ATG4B inh -2, mIAP inh -6, hIAP activ 0.91, mIAP activ 1.1, PfGluPho inh -11, HKDC1 inhibitor -1 and hIAP inh 9.
`CCOc1ccc2nc(NS(=O)(=O)c3ccc(NC(C)=O)cc3)sc2c1` gave APOBEC3A inh 2, ATG4B inh -6, mIAP inh -6, hIAP activ 0.98, mIAP activ 1.1, PfGluPho inh -30, HKDC1 inhibitor 3 and hIAP inh 2.
For OC1(c2ccc(Cl)cc2)CCN(Cc2cn[nH]c2-c2ccc(F)cc2)CC1 the results were APOBEC3A inh -2, ATG4B inh -7, mIAP inh -8, hIAP activ 0.94, mIAP activ 1.1, PfGluPho inh -1, HKDC1 inhibitor 1 and hIAP inh 6.
For COc1ccc(-n2c(SC(C)C(=O)N3CCOCC3)nc3ccccc3c2=O)cc1 (stereo not given) the results were APOBEC3A inh -2, ATG4B inh -1, mIAP inh -4, hIAP activ 1, mIAP activ 1, PfGluPho inh 4, HKDC1 inhibitor -9 and hIAP inh -2.
Screening CCC(C)NCCCOc1ccc([N+](=O)[O-])cc1 (stereo not given) returned APOBEC3A inh -3, ATG4B inh 3, mIAP inh 10, hIAP activ 0.88, mIAP activ 0.9, PfGluPho inh -17, HKDC1 inhibitor 16 and hIAP inh 12.
Cc1ccc(NC(=O)c2oc3ccc(S(=O)(=O)N4CCC5(CC4)OCCO5)cc3c2C)cc1C was read as APOBEC3A inh 1, ATG4B inh -14, mIAP inh 14, hIAP activ 0.98, mIAP activ 0.86, PfGluPho inh 3, HKDC1 inhibitor 0 and hIAP inh 2.
COc1ccc(-c2sc3ccc(-c4ccc5c(c4)OCO5)cc3c2-c2ccc(OC)nc2)cc1 was read as APOBEC3A inh 0, ATG4B inh 7, mIAP inh -5, hIAP activ 0.92, mIAP activ 1, PfGluPho inh 12, HKDC1 inhibitor -2 and hIAP inh 8.
`CC(NC(=O)NC(=O)c1cccc(Cl)c1)c1ccccc1` (stereo not given) gave APOBEC3A inh 1, ATG4B inh -3, mIAP inh -4, hIAP activ 0.76, mIAP activ 1, PfGluPho inh -3, HKDC1 inhibitor 2 and hIAP inh 24.
`Cc1ccc(NC(=O)c2cccc(OCc3c(C)noc3C)c2)cc1S(=O)(=O)Nc1ccccc1Cl` gave APOBEC3A inh 1, ATG4B inh 11, mIAP inh 2, hIAP activ 1.2, mIAP activ 0.98, PfGluPho inh -33, HKDC1 inhibitor 3 and hIAP inh -17.
For CCOC(=O)C1=C(CCl)NC(=O)NC1c1ccc2c(c1)OCO2 (stereo not given) the results were APOBEC3A inh -3, ATG4B inh 5, mIAP inh 0, hIAP activ 0.85, mIAP activ 1, PfGluPho inh 1, HKDC1 inhibitor 9 and hIAP inh 15.
`C=CCN1C(=O)C(C(C)CC)NC1=S` (stereo not given) gave APOBEC3A inh 0, ATG4B inh -5, mIAP inh 4, hIAP activ 0.81, mIAP activ 0.96, PfGluPho inh -15, HKDC1 inhibitor -9 and hIAP inh 20.
Screening Cc1[nH]nc(N=CC2=C(O)CC(c3ccco3)CC2=O)c1-c1ccc(Cl)cc1 (stereo not given) returned APOBEC3A inh -1, ATG4B inh 12, mIAP inh 18, hIAP activ 1.1, mIAP activ 0.82, PfGluPho inh 2, HKDC1 inhibitor -10 and hIAP inh -5.
C=CCc1c(O)nc(SCC(=O)c2ccccc2)[nH]c1=O was read as APOBEC3A inh 0, ATG4B inh -8, mIAP inh 8, hIAP activ 1, mIAP activ 0.92, PfGluPho inh 0, HKDC1 inhibitor -11 and hIAP inh -2.
`O=c1[nH]nc(C(F)(F)F)c2nnn(Cc3ccccc3Cl)c12` gave APOBEC3A inh -2, ATG4B inh 4, mIAP inh 3, hIAP activ 0.92, mIAP activ 0.97, PfGluPho inh 2, HKDC1 inhibitor 0 and hIAP inh 8.
Screening Cc1ccc(C(=O)c2c3ccc(N)cc3nn2CCC(N)=O)cc1 returned APOBEC3A inh -2, ATG4B inh -2, mIAP inh -3, hIAP activ 0.95, mIAP activ 1, PfGluPho inh 28, HKDC1 inhibitor 18 and hIAP inh 5.
Screening Cc1ccc(-c2nn(C)c(=O)c3ccccc23)cc1CNC(=O)CN1CCOCC1 returned APOBEC3A inh -2, ATG4B inh -19, mIAP inh -1, hIAP activ 0.97, mIAP activ 1, PfGluPho inh 8, HKDC1 inhibitor -7 and hIAP inh 3.
Screening O=C(NCCc1ccccc1F)N[C@@H](Cc1ccccc1)C(=O)O returned APOBEC3A inh 2, ATG4B inh -3, mIAP inh 0, hIAP activ 0.99, mIAP activ 1, PfGluPho inh 1, HKDC1 inhibitor 0 and hIAP inh 1.
For CN1C(=O)C2(NCCc3c2[nH]c2ccccc32)c2ccccc21 (stereo not given) the results were APOBEC3A inh 3, ATG4B inh -1, mIAP inh 5, hIAP activ 1.1, mIAP activ 0.95, PfGluPho inh -4, HKDC1 inhibitor -1 and hIAP inh -6.
For O=C(NCc1ccc(N2CCCC2=O)cc1)Nc1cccc(Cl)c1 the results were APOBEC3A inh 7, ATG4B inh 1, mIAP inh -67, hIAP activ 1, mIAP activ 1.7, PfGluPho inh -5, HKDC1 inhibitor 9 and hIAP inh -3.
C/C(=N\NC(=O)CN1CCN(S(=O)(=O)c2ccc(C)cc2)CC1)c1ccncc1 was read as APOBEC3A inh 4, ATG4B inh 2, mIAP inh -1, hIAP activ 0.93, mIAP activ 1, PfGluPho inh -19, HKDC1 inhibitor -6 and hIAP inh 7.
Cc1nn(Cc2c(Cl)cccc2Cl)c(C)c1NC(=O)Cn1nc([N+](=O)[O-])c(Cl)c1C was read as APOBEC3A inh 6, ATG4B inh -6, mIAP inh 4, hIAP activ 1, mIAP activ 0.96, PfGluPho inh -2, HKDC1 inhibitor -12 and hIAP inh -1.
For Cc1ccc2c(=O)cc(C(=O)NCCc3ccc(S(N)(=O)=O)cc3)oc2c1 the results were APOBEC3A inh 4, ATG4B inh -8, mIAP inh 1, hIAP activ 0.92, mIAP activ 0.99, PfGluPho inh 2, HKDC1 inhibitor 1 and hIAP inh 8.
For Cc1ccnc(S(=O)(=O)Cc2ccc([N+](=O)[O-])cc2)n1 the results were APOBEC3A inh 1, ATG4B inh -3, mIAP inh 2, hIAP activ 1, mIAP activ 0.98, PfGluPho inh -8, HKDC1 inhibitor 5 and hIAP inh -2.
`CC1CCN(CC(O)COC2CC(C)CC(C)(C)C2)CC1` (stereo not given) gave APOBEC3A inh -4, ATG4B inh -1, mIAP inh -9, hIAP activ 1.1, mIAP activ 1.1, PfGluPho inh -1, HKDC1 inhibitor -1 and hIAP inh -11.
O=C(N/N=C/c1ccc2nccnc2c1)c1cccc([N+](=O)[O-])c1 was read as APOBEC3A inh -3, ATG4B inh -3, mIAP inh -9, hIAP activ 1, mIAP activ 1.1, PfGluPho inh 8, HKDC1 inhibitor 0 and hIAP inh -3.
Cn1c(-[n+]2c(-c3ccccc3)cc(-c3ccccc3)cc2-c2ccccc2)nc2c([N+](=O)[O-])cccc21 was read as APOBEC3A inh 38, ATG4B inh 7, mIAP inh -1, hIAP activ 0.99, mIAP activ 1, PfGluPho inh -2, HKDC1 inhibitor -12 and hIAP inh 1.
`N/C(=N\OC(=O)Nc1ccc(Cl)c(Cl)c1)c1ncc(C(F)(F)F)cc1Cl` gave APOBEC3A inh -2, ATG4B inh -10, mIAP inh -19, hIAP activ 0.87, mIAP activ 1.2, PfGluPho inh 0, HKDC1 inhibitor -2 and hIAP inh 13.
`Cc1ccc(N2C(=O)C(CN3CCCCC3)C2c2ccccc2)cc1` (stereo not given) gave APOBEC3A inh -2, ATG4B inh 9, mIAP inh -4, hIAP activ 1, mIAP activ 1, PfGluPho inh -2, HKDC1 inhibitor -18 and hIAP inh -3.
O=C(Nc1ccc(Oc2ccc(C(=O)O)c(C(=O)O)c2)cc1)c1cccs1 was read as APOBEC3A inh 1, ATG4B inh 2, mIAP inh -5, hIAP activ 1.1, mIAP activ 1.1, PfGluPho inh -18, HKDC1 inhibitor -5 and hIAP inh -10.
`CC1(C)CC(=O)CC2(C1)NCC(c1ccccc1)c1c2[nH]c2ccccc12` (stereo not given) gave APOBEC3A inh -3, ATG4B inh -7, mIAP inh -24, hIAP activ 1, mIAP activ 1.2, PfGluPho inh -4, HKDC1 inhibitor -5 and hIAP inh 0.
Screening O=C1COc2ccc(C(=O)COC(=O)/C=C/c3ccco3)cc2N1 returned APOBEC3A inh 24, ATG4B inh -3, mIAP inh 6, hIAP activ 1.1, mIAP activ 0.94, PfGluPho inh 34, HKDC1 inhibitor -3 and hIAP inh -7.
CCOc1cccc2cc(C(=O)N3CC(C)OC(C)C3)c(=O)oc12 (stereo not given) was read as APOBEC3A inh -5, ATG4B inh 3, mIAP inh 4, hIAP activ 0.77, mIAP activ 0.96, PfGluPho inh 12, HKDC1 inhibitor -7 and hIAP inh 24.
C=CCn1c(SCC(=O)NCCc2ccccc2)nc2c([nH]c3ccccc32)c1=O was read as APOBEC3A inh -3, ATG4B inh -1, mIAP inh 1, hIAP activ 1, mIAP activ 0.99, PfGluPho inh -7, HKDC1 inhibitor -12 and hIAP inh -2.
`COc1ccc2nc(Nc3nc4cc5c(cc4s3)OCO5)sc2c1` gave APOBEC3A inh 46*, ATG4B inh -6, mIAP inh 4, hIAP activ 1.7, mIAP activ 0.96, PfGluPho inh 3, HKDC1 inhibitor -4 and hIAP inh -71.
`CCOC(=O)C1C(=O)C=C(/C=C/c2ccc(N(C)C)cc2)CC1c1ccccc1` (stereo not given) gave APOBEC3A inh -30, ATG4B inh -8, mIAP inh 16, hIAP activ 0.83, mIAP activ 0.84, PfGluPho inh 8, HKDC1 inhibitor -9 and hIAP inh 16.
For O=C1c2ccsc2SCCN1Cc1c(Cl)cccc1Cl the results were APOBEC3A inh 0, ATG4B inh 32, mIAP inh -2, hIAP activ 0.78, mIAP activ 1, PfGluPho inh 22, HKDC1 inhibitor 2 and hIAP inh 22.

Arranged by molecular weight (smallest number first): part of the list above
CCOc1cccc2cc(C(=O)N3CC(C)OC(C)C3)c(=O)oc12 (stereo not given) was read as APOBEC3A inh -5, ATG4B inh 3, mIAP inh 4, hIAP activ 0.77, mIAP activ 0.96, PfGluPho inh 12, HKDC1 inhibitor -7 and hIAP inh 24.
O=C(Nc1ccc(Oc2ccc(C(=O)O)c(C(=O)O)c2)cc1)c1cccs1 was read as APOBEC3A inh 1, ATG4B inh 2, mIAP inh -5, hIAP activ 1.1, mIAP activ 1.1, PfGluPho inh -18, HKDC1 inhibitor -5 and hIAP inh -10.
For Cc1ccc2c(=O)cc(C(=O)NCCc3ccc(S(N)(=O)=O)cc3)oc2c1 the results were APOBEC3A inh 4, ATG4B inh -8, mIAP inh 1, hIAP activ 0.92, mIAP activ 0.99, PfGluPho inh 2, HKDC1 inhibitor 1 and hIAP inh 8.
